Screening data as filed in PubChem BioAssay.
inhibitors of VEEV: inhibitors of VEEV TC-83 cytopathic effect, confirmation, Vero cells (AID 588727). Vero cells, VEEV TC-83 cytopathic effect inhibition; higher % means a stronger effect. one-dose inhibition, % at 20 µM; IC50 in µM for titrated hits. actives 0.13% (n = 350,000); in the data active = a potency from the dose series; inconclusive = inhibition mostly from about 14% at the one dose, without a potency; inactive = the rest, 99 in 100 with inhibition below about 12%; also: strong numbers were not always called active
tuberculosis growth: growth inhibition of non-replicating M. tuberculosis (AID 488890) | actives 0.39% (n = 320,000) | Mycobacterium tuberculosis non-replicating, growth inhibition; higher % means a stronger effect | inhibition, % at 25 µM; hits with a dose series show IC50 in µM; in the data active = a potency from the dose series; inconclusive = inhibition mostly from about 82% at the one dose, without a potency; inactive = the rest, 99 in 100 with inhibition below about 76%;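 also: plate controls were DMSO cells for no effect and high antibiotic wells for full effect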
PhoP GFP inhibition: Inhibition of PhoP regulon, Salmonella typhi GFP reporter cells, confirmation, 4 h (AID 1850); one-dose inhibition, % at 50 µM; IC50 in µM for titrated hits; Salmonella Typhi PhoP-promoter GFP reporter, fluorescence, 4 h; higher % means a stronger effect; actives 0.33% (n = 310,000); in the data active = a potency from the dose series; inconclusive = inhibition mostly from about 25% at the one dose, without a potency; inactive = the rest, 99 in 100 with inhibition below about 19%;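 also: 0% = induced wells with vehicle and 100% = uninduced wells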
M. tuberculosis HTS: M. tuberculosis growth inhibition, HTS (AID 449762); M. tuberculosis H37Rv growth inhibition, 7H9 media; higher % means a stronger effect; inhibition, % at 25 µM; hits with a dose series show IC50 in µM; actives 0.59% (n = 330,000); in the data active = a potency from the dose series; inconclusive = inhibition above about 70% without an active follow-up result;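 also: bacterial growth assessed after seven days of incubation; strong numbers were not always called active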
influenza NS1A: H1N1 influenza NS1A inhibitors, functional cell based assay (AID 504329); one-dose inhibition, % at 12.5 µM; IC50 in µM for titrated hits; NS1A functional cell-based assay, percent inhibition; higher % means a stronger effect; actives 0.3% (n = 340,000); in the data active = a potency from the dose series; inconclusive = inhibition above about 27% without an active follow-up result; also: strong numbers were not always called active
inhibitors of VEEV 10K pilot screen: recorded beside inhibitors of VEEV, whose call it bears; inhibition, %; measured here: 10K pilot screen inhibition
Numbers without * were called inactive; i = inactive; ? = inconclusive; nt = no result given; & = joins results of further samples.

SMILES	inhibitors of VEEV	tuberculosis growth	PhoP GFP inhibition	M. tuberculosis HTS	influenza NS1A	others
COc1ccccc1CNC(=O)c1cc2ccccc2o1	i	78%	7%	8%	3%
CCOC(=O)c1ccc(N2Cc3ccccc3C2=NC(=O)c2cccs2)cc1	3.7%	nt	nt	nt	1%
COc1nc(-c2ccccc2)ccc1-c1noc(-c2cccnc2)n1	4.8%	7%	2%	7%	2%
CCCCn1c(N)c(N(CCOC)C(=O)C2CCN(S(=O)(=O)c3ccc(C)c(C)c3)CC2)c(=O)[nH]c1=O	1.2%	3%	2%	4%	-3%
O=C1CCC(=O)O1	i	-1%	nt	-11%	-3%
COc1cc(/C=C2\NC(=O)NC2=O)cc(Br)c1OC	1.2%	-3%	-12%	-3%	-1%
CCOC(=O)c1c(C)nc(-c2ccccc2)nc1N	3.1%	-6%	16%	-12%	-13%
CCOc1cc(/C=C/c2nc3ccccc3c(=O)[nH]2)ccc1O	1.5%	6%	-1%	0%	-1%
CCOc1ccccc1C(=O)OCC(=O)NCc1ccc2c(c1)OCO2	1.5%	16%	nt	-2%	1%
CCN(CC)C(=O)[C@H]1CC(CC(=O)NCC23CC4CC(CC(C4)C2)C3)C(=O)N2CCc3c([nH]c4ccc(OC)cc34)[C@]12C (stereo partly drawn)	i	nt	nt	nt	15%
O=C(CCCN1CCC(O)(c2ccc(Cl)cc2)CC1)c1ccc(F)cc1	i	14%&19%	16%&-1%&12%	-3%&6%	0%
COc1ccc(-n2c(=S)[nH]c3ccccc3c2=S)cc1	0.6%	-18%	-16%	8%	2%
CC1CCC(Nc2nnnn2-c2ccccc2)CC1 (stereo not drawn)	i	49%	-3%	6%	-11%
COc1ccc(C(=O)Cn2nnc(-c3ccccc3NC(=O)C(F)(F)F)n2)cc1	1.2%	-21%	0%	-10%	0%
CCOC(=O)c1cnc2ccc(OC)cc2c1Nc1ccc2c(c1)OCCO2	i	48%	2%	46%	12%
O=C(C[n+]1ccccc1)c1ccc(-c2ccccc2)cc1	i	11%	25%	-9%	-9%
S=C(NCCCN1CCOCC1)N(Cc1ccccc1)Cc1ccccc1	i	-21%	10%	-2%	-6%
CC(=O)c1cnc(Nc2ccccc2)s1	8.1%	-9%	-2%	1%	-9%
CCCC(=O)Nc1cc(-c2nc3ncccc3o2)ccc1C	0.3%	6%	-5%	-3%	-11%
Cc1cccc(NC(=O)CSCC(=O)Nc2ccc(N3CCOCC3)cc2N2CCOCC2)c1	9.1%	nt	nt	nt	-3%
CN(CC(=O)NC1CCCCCC1)S(=O)(=O)c1cnc[nH]1	1.3%	-23%	-2%	-3%	5%
CCOc1cc(/C=N\NC(=O)OC)ccc1OC(=O)c1ccco1	1.9%	12%	-2%	1%	2%
CCOc1ccccc1N=CC1=C(O)CC(c2ccccc2)CC1=O (stereo not drawn)	8.5%	30%	-9%	3%	0%
COc1ccccc1C(=O)Nc1ccccc1N1CCN(S(C)(=O)=O)CC1	11%	10%	-7%	1%	-5%
CN(C(=O)CN1C(=O)S/C(=C\c2ccc(Cl)cc2)C1=O)C1CCS(=O)(=O)C1 (stereo not drawn)	4.8%	16%	-29%	2%	-6%

Continued:
SMILES	inhibitors of VEEV	tuberculosis growth	PhoP GFP inhibition	M. tuberculosis HTS	influenza NS1A	others
N=C1C(c2nc3ccccc3c(=O)[nH]2)=C(O)CN1CCO	0.5%	-16%	-3%	-5%	1%
COCCN1CCn2c(nc3cc(NC(=O)Cn4nc(C)c5ccccc5c4=O)ccc32)C1	i	-6%	2%	-1%	-1%
CC(C)(Oc1ccc(Cl)cc1)C(=O)NC1CCCCC1	i	1%	7%	2%	-11%
COc1ccc(OC)c(C(c2nnnn2Cc2ccco2)N2CCN(C)CC2)c1 (stereo not drawn)	0.0%	-45%	-1%	-4%	-1%
CC(=O)c1ccccc1NC(=O)CSc1nnc(Cc2csc(C)n2)o1	2.9%	10%	-5%	40%	11%
O=C(NCc1cccs1)C1CCC(CNS(=O)(=O)c2ccc(Br)s2)CC1 (stereo not drawn)	0.7%	1%	-7%	-3%	-9%
CC(C)CNc1nc(N)c([N+](=O)[O-])c(N2CCCCCC2)n1	0.6%	4%	-5%	-10%	7%
Cc1nc(NC(=S)NC(=O)c2cncc(Br)c2)ccc1Br	1.0%	-9%	-6%	22%	-4%
O=c1[nH]c(=O)n(-c2cccc(F)c2)c(O)c1/C=C1\C=Nc2ccccc21	3.6%	3%	-34%	43%	19%
CC(OC(=O)c1ccc2ncsc2c1)C(=O)NC1CCCCC1C (stereo not drawn)	4.5%	17%	10%	31%	-2%
CC(C)CCNC(=O)c1cc(-c2ccco2)nc2ccccc12	6.0%	32%	-3%	?	-2%	inhibitors of VEEV 10K pilot screen=5.1
Cc1cccc(N2C(=O)C(O)=C(C(=O)c3cccs3)C2c2ccccc2)n1 (stereo not drawn)	2.5%	29%	9%	-4%	-5%
O=C(Nc1ccc(OC(F)F)c(Cl)c1)c1cccc(OC(F)F)c1	i	70%	-7%	41%	-23%	inhibitors of VEEV 10K pilot screen=2.5
COc1ccccc1CNS(=O)(=O)c1cc(C)ccc1OC	6.9%	8%	9%	0%	-12%
Cc1ncc(CO)c(/C=N/Nc2cccc(Cl)n2)c1O	3.8%	32%	-15%	3%	-3%
CC(C)NC(=O)COC(=O)c1ccc(Cl)c(S(=O)(=O)N2CCCC2)c1	i	-5%	-1%	-2%	11%
COc1cc(C(c2c(C)[nH][nH]c2=O)c2c(C)[nH][nH]c2=O)cc([N+](=O)[O-])c1O	1.0%	3%	9%	14%	3%	inhibitors of VEEV 10K pilot screen=1.2
COc1ccc(N=c2oc3cc(O)ccc3cc2C(=O)Nc2ccccn2)cc1OC	12%	-1%	1%	7%	-2%
O=C(Nc1ccc(F)cc1)OCCOc1ccc(Br)cc1	0.1%	6%	1%	6%	-25%
CC(=O)NC(C)c1ccc(Cl)c(Cl)c1 (stereo not drawn)	1.3%	-5%	3%	8%	-3%
COC(=O)c1sc2cc(C(F)(F)F)cnc2c1-c1ccccn1	1.4%	-10%	15%	-1%	0%	inhibitors of VEEV 10K pilot screen=1.6
CCOc1cc(/C=N/NC(=O)OC)ccc1OCCSc1ccc(Cl)cc1	2.7%	-6%	3%	-3%	-1%
O=C(NCc1ccccc1)N1CCN(c2ccccc2F)CC1	0.8%	-24%	22%	-1%	-10%
COC(=O)c1ccc(NC(=O)CN2C(=O)NC3(CCC(C)CC3)C2=O)cc1 (stereo not drawn)	1.4%	0%	nt	-5%	-8%
COc1ccc(-c2cc(C(=O)N3CCCCCC3)c3ccccc3n2)cc1	7.6%	nt	nt	nt	-1%

In the list so far, 4 contain a thiophene ring, fused or not:
SMILES	inhibitors of VEEV	tuberculosis growth	PhoP GFP inhibition	M. tuberculosis HTS	influenza NS1A	others
CCOC(=O)c1ccc(N2Cc3ccccc3C2=NC(=O)c2cccs2)cc1	3.7%	nt	nt	nt	1%
O=C(NCc1cccs1)C1CCC(CNS(=O)(=O)c2ccc(Br)s2)CC1 (stereo not drawn)	0.7%	1%	-7%	-3%	-9%
Cc1cccc(N2C(=O)C(O)=C(C(=O)c3cccs3)C2c2ccccc2)n1 (stereo not drawn)	2.5%	29%	9%	-4%	-5%
COC(=O)c1sc2cc(C(F)(F)F)cnc2c1-c1ccccn1	1.4%	-10%	15%	-1%	0%	inhibitors of VEEV 10K pilot screen=1.6

(cont.)
SMILES	inhibitors of VEEV	tuberculosis growth	PhoP GFP inhibition	M. tuberculosis HTS	influenza NS1A	others
COC(=O)c1cccc2c1-c1ccccc1/C2=N/O	5.0%	21%	15%	7%	-6%
Cn1ccnc1SCC(=O)Nc1ccc2c(c1)OC(F)(F)O2	nt	9%	-4%	-7%	nt
COc1cc(NC(=O)COC(=O)Cc2ccsc2)cc(OC)c1	2.1%	23%	nt	40%	1%
O=C(CN1C(=O)C2C3CC(C(Br)C3Br)C2C1=O)N1CCOCC1 (stereo not drawn)	2.3%	-2%	-5%	-1%	2%
COc1ccccc1CNS(=O)(=O)c1ccc(N2CCCC2)cc1Br	i	nt	nt	nt	-16%
COc1ccccc1/C=C/C=N/n1c(-c2ccccc2)n[nH]c1=S	?	-17%	11%	2%	-9%
CCn1c(SCC(=O)N2CCCCC2)nnc1-c1ccc(S(=O)(=O)N2CCN(C)CC2)cc1	0.7%	1%	10%	-8%	3%
CC1=NN(c2ccccc2)C(=O)/C1=C\C=C\c1ccccc1	23%	?	6%	?	nt
COC(=O)C1=C(N)Oc2cc(C)n(Cc3cccnc3)c(=O)c2C1c1cccc(OC)c1OC (stereo not drawn)	0.6%	2%	3%	-1%	4%
O=C(O)C1=C[C@@H](c2ccc(F)cc2)C[C@@H](OCCCCO)O1	1.7%	19%	1%	-5%	6%
CCCCn1nnnc1NCc1ccc(C)cc1	i	?	-9%	5%	-2%
CCCC(=O)Nc1ccc(NCc2ccc(C)s2)cc1	i	11%	-5%	-5%	-5%
O=C(Nc1cccnc1)c1scc2c1OCCO2	0.7%	24%	3%	-3%	-4%
C[C@@H]1COC(=O)[C@H](CC(=O)OC(C)(C)C)C/C=C\C[C@@H](CC(=O)NCCO)C(=O)N1	0.2%	4%	nt	5%	-2%
COc1cc(OC)cc(C(=O)NCC(=O)OCC(=O)c2cc(C)n(Cc3ccco3)c2C)c1	i	4%	-7%	-3%	-5%
CCOCCCNC(=O)c1ccc2c(=O)n(CCCOCC)c(=S)[nH]c2c1	1.0%	5%	4%	-3%	4%
O=C(CSCc1c(Cl)cccc1Cl)Nc1ccc2c(c1)OCCO2	2.1%	33%	-1%	5%	15%
CCCN(CC(=O)Nc1ccc(F)c(F)c1F)C(=O)Cn1c(=O)cnc2ccccc21	3.0%	-15%	-5%	-6%	-5%
CCCN1CNC(=S)N(c2ccc(C)cc2C)C1	0.5%	5%	2%	1%	1%
Cc1cc(NC(=O)CSC2=NCCS2)no1	i	-4%	4%	-12%	10%	inhibitors of VEEV 10K pilot screen=1.5

Random excerpt: three entries already listed.
SMILES	inhibitors of VEEV	tuberculosis growth	PhoP GFP inhibition	M. tuberculosis HTS	influenza NS1A	others
COC(=O)C1=C(N)Oc2cc(C)n(Cc3cccnc3)c(=O)c2C1c1cccc(OC)c1OC (stereo not drawn)	0.6%	2%	3%	-1%	4%
Cc1cc(NC(=O)CSC2=NCCS2)no1	i	-4%	4%	-12%	10%	inhibitors of VEEV 10K pilot screen=1.5
O=C(CSCc1c(Cl)cccc1Cl)Nc1ccc2c(c1)OCCO2	2.1%	33%	-1%	5%	15%
